# Bioassay records: PubChem BioAssay, several laboratories
# TNAP activation fold: stimulation of alkaline phosphatase TNAP activity – biochemical, luminescent, no phosphate acceptor, uHTS, primary screen (AID 1001) | purified TNAP, luminescent activation assay, no phosphate acceptor; higher activation fold means a stronger effect | activation fold at 20 µM; hits with a dose series show EC50 in µM | actives 0.03% (n = 200,000); in the data active = activation fold from about 3, or a potency from the dose series; inactive = the rest, 99 in 100 with activation fold below about 1.6; also: many of its hits are not listed in these tables
# P. falciparum M1AAP: P. falciparum M1AAP inhibitors, biochemical, fluorogenic H-Leu-NHMec substrate, 1536-well (AID 1445). recombinant M1AAP, H-Leu-NHMec fluorogenic kinetic assay; higher % means a stronger effect. one-dose inhibition, % at 30 µM; IC50 in µM for titrated hits. actives 0.42% (n = 220,000);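 active = primary inhibition above the hit cutoff, then over 50% inhibition at one or more dose response concentrations, cut at about 23% in these data, passing the limit was not always enough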;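 also: plate controls were DMSO full reaction for no effect and no enzyme background for full effect; strong numbers were not always called active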
# PMI inhibition: human PMI inhibitors, high substrate, primary screen, biochemical, fluorescence intensity, high mannose 6-phosphate (AID 1220); recombinant PMI enzyme, coupled fluorescence intensity; higher % means a stronger effect; inhibition, % at 20 µM, or IC50 in µM where a hit was titrated; actives 0.66% (n = 190,000)
# XIAP antagonists: XIAP antagonists, biochemical, IAP family, fluorescence polarization (AID 1018). XIAP BIR domain, fluorescence polarization peptide displacement; higher % means a stronger effect. displacement, % at 20 µM; hits with a dose series show IC50 in µM. actives 0.007% (n = 200,000); in the data active = displacement above about 50%; also: a part of the inactive calls stands beside numbers as strong as those of hits
# M17LAP inhibition: P. falciparum M17LAP inhibitors, primary screen, biochemical, fluorogenic H-Leu-NHMec substrate, 1536-well (AID 1619) | recombinant M17LAP, H-Leu-NHMec fluorogenic kinetic assay; higher % means a stronger effect | one-dose inhibition, % at 30 µM; IC50 in µM for titrated hits | actives 0.38% (n = 220,000);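 active = compound inhibiting the enzyme by more than half at any dose during confirmatory dose-response retesting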;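 also: plate controls were full reaction with DMSO carrier for no effect and no enzyme background for full effect; strong numbers were not always called active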
# human PMI inhibition: inhibitors of human PMI, primary screen, biochemical, fluorescence intensity, coupled assay (AID 1209); purified PMI enzyme, coupled fluorescence intensity; higher % means a stronger effect; inhibition, % at 20 µM, or IC50 in µM where a hit was titrated; actives 0.42% (n = 190,000);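 also: plate controls were DMSO vehicle for no effect and wells lacking substrate for full effect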
# WT yeast gro inh: growth inhibition of WT yeast, mitochondrial fusion screen. actives 2.1% (n = 190,000). mitochondrial fusion phenotypic screen, WT strain. inhibition, % at 10 µM; in the data active = inhibition above about 58%; tested in S. cerevisiae
# LYP inhibition: PTPN22 lymphoid phosphatase activity blockers – biochemical, fluorescence intensity, uHTS (AID 1779). inhibition, % at 11.5 µM; hits with a dose series show IC50 in µM. actives 0.054% (n = 290,000). recombinant LYP phosphatase, fluorescence intensity; higher % means a stronger effect;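 also: plate controls were vehicle with enzyme for no effect and no enzyme for full effect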
# Yfh1-off respiration: mitochondrial function rescue without frataxin homolog – Friedreich's ataxia, plus single-dose screen, dose response (AID 1465). S. cerevisiae Yfh1-off respiration, WST-1 reduction, 72 h; higher fold induction means a stronger effect. fold induction at 50 µM; hits with a dose series show EC50 in µM. actives 0.074% (n = 220,000);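 active = fold induction of absorbance versus untreated yeast above a set limit, then at least 30% activation at any dose in follow-up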;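 also: activators that raise dye reduction in frataxin-depleted yeast; strong numbers were not always called active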
# WT yeast gro inh mutant strain: recorded beside WT yeast gro inh, whose call it bears; inhibition, %; mitochondrial fusion phenotypic screen, mutant strain inhibition
# The depositor's hits bear a star; i = inactive; nt = no result given. Rule as the data show it, unless noted: active = inhibition above about 50%; inactive = the rest.
# Every second line gives: TNAP activation fold	P. falciparum M1AAP	PMI inhibition	XIAP antagonists	M17LAP inhibition	human PMI inhibition	WT yeast gro inh	WT yeast gro inh mutant strain	LYP inhibition	Yfh1-off respiration
COC(=O)C1=C(CSc2nc3c(cc2C#N)CN(C)CC3)OC(N)=C(C#N)C1c1ccc(F)cc1 (stereo not given)
→ 1.1	10.2%	28.5%	-3.4%	12.8%	16.1%	-13.7	9.4	1.8%	i
CN(CCO)c1cc(N2CCC3(CC2)OCCO3)c2nonc2c1[N+](=O)[O-]
→ 0.9	16.5%	34.9%	8.4%	62.4%	6.0%	-0.5	-4.2	5.1%	>100µM*
Cc1ccc(C)c2[nH]c(=O)c(CN(Cc3nnnn3C3CCCCC3)CC3CCCO3)cc12 (stereo not given)
→ 1	5.8%	-89.8%	-2.1%	4.8%	-72.0%	-1.5	-8.8	0.9%	i
Cc1ccc(CN2CCN(/N=C/c3cccnc3)CC2)cc1
→ 1	8.1%	10.1%	-12.9%	4.7%	17.9%	26.6	7.9	-7.6%	i
O=C(CCc1ccccc1)NN1C(=O)C2C3C=CC(O3)C2C1=O (stereo not given)
→ 1.1	15.8%	-7.3%	-3.5%	4.7%	9.5%	-13.0	-10.4	-5.6%	i
O=C(CN1CCN(Cc2ccccc2F)C1=O)NCCN1CCOCC1
→ 1.1	-0.5%	10.8%	-5.2%	-5.9%	9.4%	5.3	-2.1	-13.1%	i
O=C(NCc1cccs1)C1CC(=O)N(C2CCCC2)C1 (stereo not given)
→ 1.1	-0.5%	6.7%	-5.8%	-5.7%	2.9%	21.1	28.2	-1.9%	i
O=C(O)CSc1nnc(-c2ccncc2)n1CCc1ccccc1
→ 1.1	8.9%	-5.1%	-4.0%	12.6%	7.7%	-7.4	6.7	-4.1%	i
CCN(CC)c1ccc(/C=N/NC(=O)Nc2ccccc2)cc1
→ 1	3.7%	-45.2%	-1.4%	-5.2%	-34.3%	51.5	32.4	0.9%	i
O=[N+]([O-])c1cc(S(=O)(=O)c2ccc(N3CCCCC3)c([N+](=O)[O-])c2)ccc1N1CCCCC1
→ 1	-0.8%	7.7%	1.8%	6.5%	2.4%	-4.9	-1.8	0.5%	i
CC(/C=C(\NC(=O)c1ccccc1)C(=O)N=Nc1c(O)[nH]c2ccc(C)cc12)=C\c1ccccc1
→ 1	7.6%	-9.6%	-0.3%	10.3%	-1.8%	9.6	10.2	4.6%	i
COc1ccc(N2CCN(C(=O)COc3ncnc4ccccc34)CC2)cc1
→ 1	0.3%	19.1%	-10.6%	1.6%	-10.9%	2.9	4.7	-8.6%	i
Cc1cccc(C(=O)NNC(=O)c2cccc(C)c2)c1
→ 1.2	8.4%	0.5%	-2.1%	-11.1%	3.0%	-11.9	-20.2	-6.2%	i
NNC(=S)Nc1ccc(S(=O)(=O)N2CCOCC2)cc1
→ nt	0.1%	nt	nt	6.0%	nt	nt	nt	-3.3%	i
CCc1c(C)c(C#N)c2nc3ccccc3n2c1NCCN(C)C
→ 1.1	8.1%	8.2%	2.5%	-18.8%	9.1%	41.1	43.5	-9.5%	i
CCOc1ccc2nc(SCC(=O)NCc3ccc(OC)c(OC)c3)[nH]c2c1
→ 1.2	7.0%	17.4%	-0.2%	-0.7%	2.7%	-20.0	-13.9	3.0%	i
CCOC(=O)/C(C#N)=C/c1ccc(-c2ccsc2C(=O)OC)o1
→ 0.9	1.1%	-7.2%	-5.8%	2.7%	-1.6%	13.9	-8.2	-0.3%	i
COc1cccc(-n2c(=O)[nH]cc(C(=O)Nc3ccc(NC(C)=O)cc3)c2=O)c1
→ 1	-0.1%	7.2%	-5.0%	-4.1%	6.2%	4.2	0.8	-3.8%	i
C=C(C)C(=O)Nc1cccc(C2=NOC3(C2)C[C@@H](C(N)=O)N(C(=O)c2cc([N+](=O)[O-])cc([N+](=O)[O-])c2)C3)c1 (stereo not given in full)
→ nt	2.0%	nt	nt	0.5%	nt	nt	nt	-2.1%	i
CCN(Cc1cc2cccc(C)c2[nH]c1=O)C(=O)c1ccccc1OC
→ 1.1	nt	2.4%	-2.3%	nt	2.8%	nt	nt	-4.4%	i

# Reformatted as tab-separated lines: part of the list above
molecule	TNAP activation fold	P. falciparum M1AAP	PMI inhibition	XIAP antagonists	M17LAP inhibition	human PMI inhibition	WT yeast gro inh	WT yeast gro inh mutant strain	LYP inhibition	Yfh1-off respiration
Cc1cccc(C(=O)NNC(=O)c2cccc(C)c2)c1	1.2	8.4%	0.5%	-2.1%	-11.1%	3.0%	-11.9	-20.2	-6.2%	i
NNC(=S)Nc1ccc(S(=O)(=O)N2CCOCC2)cc1	nt	0.1%	nt	nt	6.0%	nt	nt	nt	-3.3%	i
CCc1c(C)c(C#N)c2nc3ccccc3n2c1NCCN(C)C	1.1	8.1%	8.2%	2.5%	-18.8%	9.1%	41.1	43.5	-9.5%	i
CCOc1ccc2nc(SCC(=O)NCc3ccc(OC)c(OC)c3)[nH]c2c1	1.2	7.0%	17.4%	-0.2%	-0.7%	2.7%	-20.0	-13.9	3.0%	i
CCOC(=O)/C(C#N)=C/c1ccc(-c2ccsc2C(=O)OC)o1	0.9	1.1%	-7.2%	-5.8%	2.7%	-1.6%	13.9	-8.2	-0.3%	i
COc1cccc(-n2c(=O)[nH]cc(C(=O)Nc3ccc(NC(C)=O)cc3)c2=O)c1	1	-0.1%	7.2%	-5.0%	-4.1%	6.2%	4.2	0.8	-3.8%	i
C=C(C)C(=O)Nc1cccc(C2=NOC3(C2)C[C@@H](C(N)=O)N(C(=O)c2cc([N+](=O)[O-])cc([N+](=O)[O-])c2)C3)c1 (stereo not given in full)	nt	2.0%	nt	nt	0.5%	nt	nt	nt	-2.1%	i

# Next section
# Every second line gives: TNAP activation fold	P. falciparum M1AAP	PMI inhibition	XIAP antagonists	M17LAP inhibition	human PMI inhibition	WT yeast gro inh	WT yeast gro inh mutant strain	LYP inhibition	Yfh1-off respiration
Cc1ccc(S(=O)(=O)N2CCC(=O)N(CCOCc3ccccc3C)CC2)cc1
→ 1	2.0%	-2.1%	-9.5%	-2.5%	3.9%	1.9	-13.0	-1.9%	i
Cc1ccc(NC(=O)CCC(=O)NNC(=O)c2ccccc2Cl)c(C)c1
→ 1.2	-4.5%	4.5%	-5.4%	-2.2%	3.4%	-4.5	10.2	-4.7%	i
O=C(NNc1nc2cc3c(cc2s1)OCCO3)c1ccccc1
→ 2.3	2.2%	-12.4%	0.2%	5.7%	-7.7%	2.2	4.8	-3.0%	i
CC(C)C[C@@H](CN(N=O)[C@@H](Cc1ccccc1)CN(C)N=O)N(CCc1ccccc1)N=O
→ 1.1	3.4%	8.7%	-6.0%	2.6%	12.7%	-4.6	8.6	4.8%	i
Cc1cc(C)cc(NC(=O)Nc2ccc(-n3ccc(C(F)(F)F)n3)cc2)c1
→ nt	6.7%	nt	nt	9.9%	nt	nt	nt	-5.3%	i
CC(C)NC(=O)c1ccc(-c2cccc(C(F)(F)F)c2)o1
→ 1	1.7%	8.8%	-5.0%	-1.8%	7.1%	0.7	0.8	4.3%	i
N#Cc1c(/N=C/N2CCOCC2)sc2c1CCCCC2
→ 1.2	14.2%	-5.5%	-2.7%	7.6%	-7.8%	4.6	20.3	-6.8%	i
Oc1ccc(-c2cn3c(n2)SCC3)cc1O
→ 0.5	8.9%	53.1%*	0.6%	12.6%	59.5%*	19.2	25.6	3.7%	i
COc1ccc2nc(Nc3nc(C)c(C(C)=O)s3)sc2c1
→ 1.1	-6.2%	-3.1%	-7.4%	-13.6%	3.9%	0.8	-6.1	3.1%	i
COc1ccc(/C=C/C(=O)OCC(=O)Nc2ccc(Cl)cn2)cc1
→ 1.1	-0.9%	3.6%	-4.9%	21.8%	2.4%	-1.8	10.7	-5.6%	i
COc1ccc(C2CC(=O)N3C(=C2C#N)SCC3(O)c2ccccc2)cc1 (stereo not given)
→ 1.1	6.4%	25.7%	-5.3%	15.2%	7.1%	4.2	-6.0	-11.0%	i
Cc1nnc(N/N=C/C2CC=CCC2)[nH]c1=O (stereo not given)
→ 1	-0.9%	3.5%	-3.7%	-6.8%	10.5%	-14.0	-4.9	-1.9%	i
CCc1ccccc1NC(=O)CSc1nnc([C@@H](NC(=O)OC(C)(C)C)C(C)C)o1
→ 1.1	-0.4%	2.1%	-11.8%	-2.5%	7.1%	-4.2	-8.4	-2.0%	i
COc1ccccc1-c1noc(-c2ccccc2)n1
→ 1.1	11.8%	9.0%	-5.4%	-15.4%	13.3%	5.8	-0.5	0.7%	nt
COc1ccc(CCCC(=O)O)c(C)c1
→ 1.1	-0.7%	-8.4%	-2.9%	11.2%	-11.3%	3.0	-4.2	-2.9%	i
N#CC1(C#N)C(c2ccccc2)OC23CCCCC2C1(C#N)C(=N)O3 (stereo not given)
→ 1.1	18.6%	29.4%	2.9%	-74.0%	17.2%	2.1	10.3	-1.6%	i
O=C(COC(=O)CCSc1ccccc1)Nc1ccc(F)cc1Cl
→ 1.1	-3.7%	-5.4%	-1.6%	17.2%	-2.6%	7.4	10.7	-2.3%	i
O=[N+]([O-])c1ccc(CN2CCOCCOCCOCC2)cc1
→ 1.1	3.5%	4.3%	-6.6%	-3.9%	14.3%	-5.0	-3.4	-10.2%	i
CCN(CC)CCN(C(=O)CCOc1ccccc1)c1nc2ccc(F)cc2s1
→ 1	1.4%	-7.6%	-8.7%	1.5%	-6.8%	5.5	9.1	-1.7%	i
Cc1ccc(NC(=O)C[n+]2ccccc2)cc1[N+](=O)[O-]
→ 1.1	5.2%	-2.6%	-2.3%	11.3%	-3.0%	3.3	6.5	-2.4%	i
CC(C)CNC(=S)NC1CC2CCCC(C1)N2Cc1cccs1 (stereo not given)
→ 1.1	1.8%	8.8%	-8.2%	-0.6%	3.7%	17.1	0.0	-10.3%	i
CCOC(=O)C(NC(=O)c1ccccc1F)(Nc1cc(C)on1)C(F)(F)F (stereo not given)
→ 1.1	0.6%	-8.8%	0.2%	-6.3%	-7.0%	-7.6	-16.2	1.9%	i
Cc1ccc(CS(=O)(=O)c2ccccc2-c2nnc(-c3ccc(Cl)cc3)o2)cc1
→ 1.1	1.0%	-2.4%	-0.2%	4.6%	2.7%	11.3	-2.1	-2.3%	i
CN1CCN(c2c(F)cc3c(=O)c(C(=O)O)cn4c3c2OCN4C)CC1
→ nt	9.2%	nt	nt	-32.0%	nt	nt	nt	0.6%	i
Cc1ccc2c(CC(=O)NCCc3ccc(S(N)(=O)=O)cc3)coc2c1
→ nt	16.1%	nt	nt	5.5%	nt	nt	nt	-4.3%	i
CS(=O)(=O)NCCSCc1ccco1
→ 1.1	3.1%	22.4%	-1.3%	10.1%	41.5%	0.3	-2.9	-9.2%	i
CCOC(=O)Cc1nnc(NC(=O)Nc2ccccc2)s1
→ 1.1	1.1%	-0.1%	1.5%	-0.9%	-1.8%	4.9	-14.0	1.4%	i
O=C(O)C1=C[C@H](C2CC2)C[C@H](OCCCCO)O1
→ 1.1	5.3%	-12.3%	-2.0%	3.1%	-7.4%	-27.3	-26.9	-6.2%	i
